Assay outcomes (PubChem)
SUMO1-SIM PPI – SUMO1-SIM interaction modulation; inhibition, % at 20 µM; SUMO1 binding to a labelled peptide, TR-FRET, 1 h; 0.33% of 360,000 active; AID 602429; in the data active = inhibition above about 37%
Target sequence (P63165 whole entry, looked up): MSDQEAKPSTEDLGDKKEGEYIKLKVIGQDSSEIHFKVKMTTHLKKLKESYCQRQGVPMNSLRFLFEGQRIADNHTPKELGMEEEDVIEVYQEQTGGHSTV
NadD inh – inhibitors of Staphylococcus aureus NadD | inhibition, % at 20 µM | 0.78% of 360,000 active | purified NadD enzyme, colorimetric absorbance read-out | AID 602399; in the data active = inhibition above about 26%; note: some compounds past the cut are filed as inactive
LMPTP block – LMPTP (human) inhibition | P24666 | recombinant LMPTP-A, OMFP fluorogenic substrate, fluorescence intensity | inhibition, % at 20 µM | 0.22% of 360,000 active;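 active = compounds that cut the enzyme signal by at least half of the control window in the single-dose screen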;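 note: plate controls were DMSO wells with enzyme plus substrate for no effect and substrate without enzyme for full effect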
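test system = LMPTP-A | amount = 0.625 nM LMPTP-A final | reagent = fluorogenic phosphatase substrate OMFP at 400 µM final | incubation = 50 min at room temperature | benchmarks = no-enzyme low control, uninhibited high control | medium = Bis-Tris pH 6.0, DTT, detergent | signal = fluorescence intensity of OMFP turnover product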
Tb MetRS inh – Trypanosoma brucei MetRS inhibition; purified T. brucei MetRS, ATP depletion, Kinase-Glo luminescence; inhibition, % at 11.9 µM; 0.4% of 360,000 active;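 active = inhibition above a per-plate cutoff of the control wells' mean inhibition plus 3 SD, cut at about 5.5% in these data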;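 note: 0% = DMSO wells median and 100% = median of wells with control inhibitor compound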
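Test system – parasite MetRS enzyme · Reagent – substrates ATP, L-methionine and bulk Escherichia coli tRNA · Doses – 11.9 µM compound single dose, 0.9% DMSO · Times – 15 min enzyme-compound preincubation, 2 h reaction, 10 min detection, 25 °C · Signal – Kinase-Glo luminescence, ATP depletion format · Controls – DMSO-only wells as low control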
Rpn11 block – blocks the human proteasome subunit Rpn11 | O00487 | human 26S proteasome, Ub4-pepOG fluorescence polarization; 20S core pre-blocked with epoxomicin | calls only at 20 µM | 0.59% of 360,000 active | AID 588493;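 active = inhibition at 20 µM, scaled to each plate's controls, above about 33%, limit read from the data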
Target sequence (O00487 whole entry, looked up): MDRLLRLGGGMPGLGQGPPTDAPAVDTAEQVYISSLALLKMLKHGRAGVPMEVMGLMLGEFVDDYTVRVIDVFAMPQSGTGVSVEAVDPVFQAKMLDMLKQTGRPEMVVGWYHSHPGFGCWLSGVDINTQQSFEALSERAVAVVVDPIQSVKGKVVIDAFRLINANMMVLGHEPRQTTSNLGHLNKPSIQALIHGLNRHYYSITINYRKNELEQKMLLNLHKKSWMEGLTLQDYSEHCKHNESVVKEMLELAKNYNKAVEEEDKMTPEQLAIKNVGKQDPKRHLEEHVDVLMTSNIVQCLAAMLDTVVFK
STEP block – inhibitors of human striatal-enriched phosphatase STEP | inhibition, % at 20 µM | recombinant STEP, OMFP fluorogenic substrate, fluorescence | AID 588621 | 0.25% of 360,000 active;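 active = inhibition at 20 µM, scaled per plate between control wells, above about 37%, limit read from the data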;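 note: 0% = DMSO with enzyme and substrate and 100% = substrate only without enzyme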
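Material: STEP (striatal-enriched tyrosine phosphatase) enzyme, cell-free | Medium: 50 mM Bis-Tris pH 6.0 with 2.5 mM DTT and 0.005% Tween 20 | Read-out: Percent inhibition scaled to no-enzyme and uninhibited-enzyme controls, plate-pattern corrected | Signal: Fluorescence read at 480 nm ex / 540 nm em | Times: 20 min reaction, room temperature, in the dark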
MsrA inhibitor – inhibits bovine methionine sulfoxide reductase A. purified bovine MsrA, absorbance read-out. inhibition, % at 15.5 µM. 0.75% of 360,000 active. AID 651718; in the data active = inhibition above about 4.5%;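 note: 0% = vehicle wells with enzyme and 100% = reference inhibitor wells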
DNMT1 inh – inhibitors of human DNMT1; P26358; DNMT1 molecular beacon, Hinp1I cleavage, fluorescence; inhibition (reported as % activation of signal), % at 10 µM; 0.83% of 360,000 active; in the data active = inhibition above about 50%
Scp-1 inhibitor – blocks human Scp-1 phosphatase activity; Q9GZU7; Recombinant Scp1, phosphopeptide, malachite green phosphate absorbance; inhibition, % at 20 µM; 0.88% of 340,000 active; AID 493091;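 active = inhibition above about 50% at 20 µM, limit read from the data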;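 note: plate controls were DMSO wells with enzyme for no effect and wells lacking enzyme for full effect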
Target sequence (Q9GZU7 76-261 limits assumed): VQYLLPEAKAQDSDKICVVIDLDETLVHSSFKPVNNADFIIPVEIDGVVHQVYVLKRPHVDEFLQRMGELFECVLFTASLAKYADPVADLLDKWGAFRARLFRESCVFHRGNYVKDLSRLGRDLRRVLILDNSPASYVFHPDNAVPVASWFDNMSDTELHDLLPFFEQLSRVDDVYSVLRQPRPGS
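System: truncated SCP-1 phosphatase (76-261aa); medium: Tris acetate buffer pH 5.5 with MgCl2 and Tween-20; incubation: 45 min room-temperature reaction, 5 min colour, 30 min stabiliser; compound: single 20 µM dose, 1% DMSO; reagent: Phosphorylated 17-residue peptide substrate; read-out: % inhibition at 20 µM; technique: colorimetric free-phosphate detection, absorbance 630 nm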
CSN inh – CSN deneddylation inhibition; Q92905; 0.38% of 360,000 active; Purified CSN, SCF-Nedd8-OG deneddylation, fluorescence polarization; inhibition, % at 12.5 µM; AID 651999;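 active = pattern-corrected inhibition above about 35%, with an unprinted fluorescence ratio check between 0.5 and 1.5, limit read from the data, passing the limit was not always enough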;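 note: 0% = enzyme with substrate and 100% = substrate without enzyme; some results filed as inactive read as strong as hits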
Target sequence (Q92905 whole entry, looked up, one chain of several): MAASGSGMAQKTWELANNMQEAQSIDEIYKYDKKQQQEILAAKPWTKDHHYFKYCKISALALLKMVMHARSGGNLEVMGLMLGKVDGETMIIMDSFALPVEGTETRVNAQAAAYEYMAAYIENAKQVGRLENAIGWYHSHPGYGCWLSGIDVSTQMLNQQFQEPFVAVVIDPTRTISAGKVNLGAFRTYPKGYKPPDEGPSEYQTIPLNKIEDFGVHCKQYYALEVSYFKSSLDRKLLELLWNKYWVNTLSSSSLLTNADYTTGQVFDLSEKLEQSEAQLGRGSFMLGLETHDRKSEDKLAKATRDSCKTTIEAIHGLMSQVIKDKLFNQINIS
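Material: human Csn5 produced in HEK293T cells; Input: enzyme 0.24 nM; Reagent: SCFSkp2-Nedd8OG substrate at 10 nM final; Dosing: 12.5 µM compound; Incubation: 90 min reaction at room temperature; Detection: fluorescence polarization of the substrate; Evaluation: % inhibition of substrate cleavage by Csn5; Control set: substrate-only high control, full reaction low control.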
Active calls of the source: *; i = inactive; x = not tested or not shown.

SMILES | SUMO1-SIM PPI | NadD inh | LMPTP block | Tb MetRS inh | Rpn11 block | STEP block | MsrA inhibitor | DNMT1 inh | Scp-1 inhibitor | CSN inh
CC(C)Oc1ccc(/C=C(\C#N)C(=O)NC2CC2)cc1 | -23.3 | -4.4 | -1.7 | 0.3 | i | -1.0 | 2.2 | 1.6 | -2.6 | 16.8
CCOC(=O)[C@@H]1[C@H]2COc3ccccc3[C@@H]2N2C(=O)N(c3ccc(Cl)cc3)C(=O)[C@]12C | 2.1 | -4.1 | 0.3 | -0.3 | i | -1.2 | -0.8 | 3.4 | -11.2 | -0.9
CCN(CC)c1ncccc1C(=O)NCc1cccs1 | -3.2 | -1.1 | -0.5 | -1.2 | i | -2.8 | 1.2 | -2.1 | -0.4 | -4.5
CNC[C@@H]1OCc2ccccc2-c2c(n(C)c3ccccc23)C(=O)N([C@H](C)CO)C[C@@H]1C | 6.2 | -2.2 | -1.1 | -1.1 | i | -0.4 | -0.9 | 3.7 | x | -0.8
COCCN(C(=O)C(C)C)c1nnc(-c2cccc(C)c2)s1 | 1.5 | -2.1 | 1.0 | 0.3 | i | 0.6 | 2.4 | 1.4 | 0.2 | -4.7
CCOC(=O)CC(NC(=O)CCc1c(C)nc2nc(C)nn2c1C)c1ccc(C)cc1 (configuration not stated) | 4.4 | 8.3 | -0.7 | -0.3 | i | -3.8 | 1.4 | 1.0 | -9.6 | 3.0
Fc1ccc(NC(=S)NCc2cccnc2)cc1 | -0.3 | -0.2 | -0.7 | -0.8 | i | 1.1 | 1.0 | 0.8 | -7.4 | 6.6
Cc1ccc(-n2nc3ccc(NC(=O)c4cccc([N+](=O)[O-])c4C)cc3n2)cc1 | -1.2 | 12.3 | 2.4 | -1.1 | i | 0.6 | 0.0 | 62.8* | -1.2 | -0.9
COc1cc(/C=C/C(=O)OCC(=O)NCCc2ccc(S(N)(=O)=O)cc2)ccc1OCC#N | -16.0 | 4.1 | 0.0 | -0.4 | i | -0.2 | 2.5 | -1.5 | 7.5 | -15.3
COC(=O)c1cc(NC(=O)CN2CCOCC2)cc(C(=O)OC)c1 | -1.7 | 3.8 | -0.4 | 0.6 | i | 1.2 | 0.5 | 0.1 | 2.6 | -3.4
O=C(NN=Cc1ccc([N+](=O)[O-])cc1)C1CC1 | -43.2 | 1.9 | -2.0 | -0.1 | i | 0.8 | 3.5 | -1.1 | 2.6 | -7.9
COc1ccc(CCCC(=O)Nc2cc(C)ccc2OC)cc1 | -1.4 | 7.7 | 0.5 | -0.4 | i | 0.0 | 0.2 | -1.6 | 18.9 | 1.4
O=C1NC(Cc2c[nH]c3ccccc23)C(=O)N1Cc1ccc(CN2C(=O)NC(Cc3c[nH]c4ccccc34)C2=O)cc1 (configuration not stated) | 1.3 | -2.2 | 1.5 | 4.5 | i | -2.3 | 0.1 | -18.5 | -1.8 | 11.0
CCOC(=O)c1c(-c2ccc(C)o2)csc1NC(=O)CSc1ncn[nH]1 | 4.4 | -4.6 | -0.4 | -0.6 | i | -3.9 | -0.4 | -21.6 | -3.4 | 6.6
CC(=O)Nc1cccc(NC(=O)c2ccc(C)c([N+](=O)[O-])c2)c1 | -9.9 | -5.8 | -1.5 | -0.7 | i | 1.2 | 2.8 | 0.9 | -3.1 | -1.6
COc1cccc(-c2nnc(-c3ccccc3NC(=O)c3ccc(C(C)(C)C)cc3)o2)c1 | 1.9 | -6.1 | 2.7 | -0.5 | i | 1.8 | -0.3 | 4.2 | -18.4 | 4.2
CCOc1ccccc1NC(=O)N1CCc2ccccc2C1 | 3.9 | -4.0 | 0.8 | -0.3 | i | -0.3 | -1.3 | -0.3 | -8.3 | 0.0
CC1CCN(C(=O)COC(=O)c2cccs2)CC1 | 10.7 | -0.8 | -0.6 | -0.3 | i | -1.9 | -0.4 | 13.8 | -12.4 | -2.6
O=C(COC(=O)c1ccc2ncsc2c1)Nc1cc(Cl)ccc1F | -2.6 | -7.8 | -0.3 | -0.3 | i | 2.4 | -0.4 | -4.5 | -7.6 | -6.0
COc1cccc(/C=C/c2ccc3cccc(O)c3n2)c1 | -27.4 | 5.0 | 4.5 | 0.0 | i | 0.5 | -0.4 | -10.3 | -3.4 | -2.7
CCOC1=C2[C@@H](CN(S(=O)(=O)c3ccc(C)cc3)[C@H]2c2ccc(Cl)cc2)[C@H]2C(=O)N(c3ccccc3)C(=O)[C@H]2C1 | 0.5 | 5.5 | 1.2 | -0.3 | i | -0.8 | -0.4 | 2.5 | x | -6.0
O=C(CNC(=O)c1ccc(Br)cc1)NCC(=O)OCC(=O)c1ccc([N+](=O)[O-])cc1 | -23.5 | 1.3 | -0.7 | -0.7 | i | -1.2 | -1.3 | -12.1 | 5.7 | -5.2
Cc1cc(=O)oc2cc(OCCSCCN3CCCCC3)ccc12 | 1.9 | -3.6 | -0.5 | -1.4 | i | -5.4 | 0.5 | -0.8 | 0.9 | 4.1
CC1(CCC#N)N=C(SCCC#N)N(c2ccccc2)C1=O (configuration not stated) | -0.7 | -3.0 | -1.6 | -0.2 | i | 0.6 | -0.3 | -1.2 | -14.3 | 0.9
COc1ccc(C(CNC(=O)COc2ccccc2OC)N2CCCCC2)cc1 (configuration not stated) | 1.3 | -1.6 | -1.7 | 0.0 | i | -2.8 | -0.4 | 2.2 | -2.5 | -3.1
O=C(Nc1cccc(O)c1)c1c(O)c2ccccc2[nH]c1=O | -1.3 | -4.8 | 0.2 | -0.1 | i | -1.6 | -0.5 | -7.2 | -6.2 | 1.4
COc1ccccc1NC(=O)COC(=O)Cc1ccc(S(=O)(=O)N2CCCCC2)s1 | 4.1 | 2.5 | 1.4 | 0.3 | i | 1.7 | -0.2 | -9.1 | -8.0 | 5.8
CC(=O)c1ccc(N2CCN(C(=O)c3cccs3)C(C)C2)c(F)c1 (configuration not stated) | 2.8 | -4.7 | -1.7 | -0.4 | i | -2.2 | 1.4 | 0.5 | -2.0 | -1.2
CC(C)N(C(=O)CSc1nnnn1C1CCCC1)C(C)C | -1.9 | -2.9 | -1.2 | -1.0 | i | -2.5 | 0.0 | 5.1 | -10.8 | -3.8
C=C(C)Cn1c(CNC(C)=O)nc2ccccc21 | 3.5 | -1.1 | -0.4 | 0.0 | i | 1.3 | -0.1 | 5.3 | -9.8 | 2.3
CC(C)C(OC(=O)c1ccco1)C(=O)NCc1ccccc1 (configuration not stated) | 2.8 | -1.5 | -2.0 | -0.3 | i | -1.8 | -0.6 | -0.9 | -1.9 | -1.6
O=C(COC(=O)CCC(=O)c1cccs1)NCc1ccc(Cl)cc1 | -0.9 | -2.2 | 0.7 | -0.3 | i | -2.5 | 1.1 | 1.9 | 1.1 | -4.6
CCOC(=O)c1c(C)[nH]c(C)c1C(=O)CSc1nnc(N)s1 | 2.3 | -6.7 | 0.8 | -1.1 | i | 2.9 | 1.4 | 5.4 | 22.7 | -5.9
COc1ccc(C)cc1NC(=O)c1cc(S(=O)(=O)N2CCCCC2)ccc1N1CCOCC1 | 3.9 | 2.4 | 3.4 | -0.5 | i | -1.9 | 2.0 | -6.3 | -17.8 | -3.9
COc1ccc(C(=O)c2sc3nc(-c4ccccc4)ccc3c2N)cc1OC | 0.8 | -2.4 | 9.8 | -0.5 | i | 4.0 | -0.1 | 14.2 | -3.3 | 16.9
N#Cc1cc2ccncc2c2ccccc12 | -23.6 | -0.8 | -1.8 | -0.1 | i | 0.7 | 0.6 | 5.8 | x | -1.1
CCOc1cccc(C(=O)Nc2ccccc2C(=O)N2CCOCC2)c1 | 2.0 | -8.6 | -1.6 | -0.7 | i | -0.6 | 0.6 | 2.9 | -14.9 | 2.5
Cc1cc(C)n2c(SCC(=O)Nc3ncc(C(F)(F)F)cc3Cl)nnc2n1 | 2.8 | -0.6 | -0.3 | -1.0 | i | -0.2 | 0.0 | -0.7 | 3.2 | 6.0
O=C(c1ccccc1SCc1ccccc1)N1CCOCC1 | 0.5 | -1.2 | 0.2 | 0.0 | i | -3.0 | -0.4 | -3.5 | 3.8 | 3.2
Cc1ccc(S(=O)(=O)N(C)c2ccc(OC(C)C(=O)N(C)c3ccccc3)cc2)cc1 (configuration not stated) | -1.7 | -0.4 | 1.3 | -0.3 | i | 0.9 | 0.0 | 78.6* | -9.6 | -1.8
O=C(NCCN1CCN(S(=O)(=O)c2ccc(F)cc2)CC1)C(=O)NCc1ccccc1 | -0.7 | -3.7 | -1.8 | 0.4 | i | -3.7 | 0.1 | 1.1 | -9.6 | 6.1
O=C(NNc1ccccc1)c1ccccc1 | 1.4 | 4.5 | -0.1 | -0.2 | i | -0.1 | -1.0 | 3.4 | -4.7 | -1.1
CCOc1ccc(C(=O)NCC(C)NC(=O)c2ccc(OCC)cc2)cc1 (configuration not stated) | 2.4 | -4.8 | -1.6 | -0.4 | i | -0.9 | 0.7 | 5.2 | -9.9 | -0.1
O=C(Cc1ccc(Nc2nc3ccc(Br)cc3[nH]2)cc1)NCCc1cccs1 | 1.2 | 7.4 | -12.8 | 84.3* | i | 1.5 | -2.0 | -4.2 | -1.6 | -3.3
Cc1ccc(N2CC(C(=O)NCC3CCCO3)CC2=O)cc1Cl (configuration not stated) | 1.7 | 4.1 | 0.0 | 0.4 | i | 3.1 | 0.2 | 1.9 | 1.0 | -6.1
O=C(c1cc(C2CC2)on1)N1CCCC(N2CCN(c3cccc(C(F)(F)F)c3)CC2)C1 (configuration not stated) | 3.6 | -2.5 | 0.9 | -0.5 | i | -1.3 | -0.9 | 8.8 | 0.9 | 7.2
N=C(N)SCc1ccccc1Cl | -4.8 | 5.8 | 3.5 | 0.4 | i | -1.9 | -0.1 | 1.4 | 0.0 | -2.6
CCCNC(=O)Cn1cnc2sc(C(=O)N3CCN(CCC)CC3)c(C)c2c1=O | -3.3 | 5.3 | 1.5 | 0.0 | i | -2.0 | 1.2 | 0.3 | -4.5 | 1.1

Profiles, looked up by structure. Order of screens: SUMO1-SIM PPI, NadD inh, LMPTP block, Tb MetRS inh, Rpn11 block, STEP block, MsrA inhibitor, DNMT1 inh, Scp-1 inhibitor, CSN inh
Listed for Fc1ccc(NC(=S)NCc2cccnc2)cc1 = -0.3, -0.2, -0.7, -0.8, i, 1.1, 1.0, 0.8, -7.4, 6.6
Listed for O=C(NCCN1CCN(S(=O)(=O)c2ccc(F)cc2)CC1)C(=O)NCc1ccccc1 = -0.7, -3.7, -1.8, 0.4, i, -3.7, 0.1, 1.1, -9.6, 6.1
